bovine MsrA act: activates bovine MsrA enzyme | purified bovine MsrA, absorbance read-out | AID 602163 | 360,000 compounds, 0.3% hits | activation, % at 10.6 µM; in the data active = activation above about 7.5%;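 also: 0% = vehicle and 100% = reference activator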
FAS-TE inh: blocks the thioesterase domain of human fatty acid synthase. recombinant FAS-TE, OMFH fluorogenic substrate, fluorescence endpoint. inhibition, % at 15 µM. 360,000 compounds, 0.67% hits. AID 602261;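 active = compounds whose normalised, plate-corrected inhibition of enzyme fluorescence in the single-dose primary screen is 50% or more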;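 also: 0% = DMSO with enzyme and 100% = substrate without enzyme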
MsrA inhibitor: inhibits bovine methionine sulfoxide reductase A; inhibition, % at 15.5 µM; 360,000 compounds, 0.75% hits; AID 651718; purified bovine MsrA, absorbance read-out; in the data active = inhibition above about 4.5%;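 also: 0% = vehicle wells with enzyme and 100% = reference inhibitor wells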
MLLE-PAM2 inh: blocks PAM2 peptide binding to the PABP1 MLLE domain; 360,000 compounds, 0.36% hits; AID 588489; GST-MLLE / FITC-PAM2 fluorescence polarization; inhibition, % at 20 µM; P11940; in the data active = inhibition above about 35%, passing the limit was not always enough;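 also: plate controls were DMSO wells with GST-MLLE for no effect and wells lacking GST-MLLE protein for full effect; some results filed as inactive read as strong as hits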
Target sequence (P11940 whole entry, looked up, the tested form may be a part): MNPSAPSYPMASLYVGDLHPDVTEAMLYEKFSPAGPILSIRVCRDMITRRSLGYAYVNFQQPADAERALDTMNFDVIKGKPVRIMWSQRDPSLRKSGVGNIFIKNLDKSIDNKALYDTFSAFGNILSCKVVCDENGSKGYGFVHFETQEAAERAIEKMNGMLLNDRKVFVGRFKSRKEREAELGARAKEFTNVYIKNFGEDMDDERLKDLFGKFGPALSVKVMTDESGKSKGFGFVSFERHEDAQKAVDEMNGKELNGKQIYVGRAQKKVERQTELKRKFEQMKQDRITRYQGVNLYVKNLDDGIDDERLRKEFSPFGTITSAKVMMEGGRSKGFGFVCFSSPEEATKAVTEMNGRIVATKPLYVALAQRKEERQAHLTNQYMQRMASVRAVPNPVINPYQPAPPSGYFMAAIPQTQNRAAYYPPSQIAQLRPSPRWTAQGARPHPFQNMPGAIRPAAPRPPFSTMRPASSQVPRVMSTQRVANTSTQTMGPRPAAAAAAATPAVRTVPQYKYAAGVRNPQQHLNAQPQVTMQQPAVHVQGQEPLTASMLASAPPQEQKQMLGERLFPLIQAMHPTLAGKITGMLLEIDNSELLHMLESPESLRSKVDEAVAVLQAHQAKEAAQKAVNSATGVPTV
Rin1 Abl inh: blocks binding of human Rin1 to Abl. 360,000 compounds, 0.4% hits. TR-FRET Rin1/Abl binding, biochemical. P00519+Q13671. inhibition, % at 7.35 µM; in the data active = inhibition above about 5%, passing the limit was not always enough
TbMetRS inhib: blocks T. brucei methionyl-tRNA synthetase activity; purified T. brucei MetRS, ATP depletion, Kinase-Glo luminescence; AID 624268; inhibition, % at 11.9 µM; 360,000 compounds, 0.4% hits;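 active = inhibition above a per-plate cutoff of the control wells' mean inhibition plus 3 SD, cut at about 5.5% in these data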;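 also: 0% = DMSO wells median and 100% = median of wells with control inhibitor compound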
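Material: parasite MetRS enzyme / Replication: singlicate, one well per compound / Signal: luminescence of leftover ATP / Schedule: 2 h aminoacylation at 25 °C after 15 min preincubation / Medium: HEPES-MgCl2-KCl buffer plus DTT, spermine, BSA, pyrophosphatase / Doses: 11.9 µM single point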
Neddylation inh: cullin neddylation inhibition; P61081+Q13564; TR-FRET cullin neddylation, biochemical; calls only at 25 µM; 360,000 compounds, 0.58% hits; AID 651699; in the data active = inhibition above about 36%
CSN inh: CSN deneddylation inhibition; Q92905; Purified CSN, SCF-Nedd8-OG deneddylation, fluorescence polarization; inhibition, % at 12.5 µM; 360,000 compounds, 0.38% hits; AID 651999;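 active = pattern-corrected inhibition above about 35%, with an unprinted fluorescence ratio check between 0.5 and 1.5, limit read from the data, passing the limit was not always enough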;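 also: 0% = enzyme with substrate and 100% = substrate without enzyme; some results filed as inactive read as strong as hits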
Target sequence (Q92905 whole entry, looked up, one chain of several): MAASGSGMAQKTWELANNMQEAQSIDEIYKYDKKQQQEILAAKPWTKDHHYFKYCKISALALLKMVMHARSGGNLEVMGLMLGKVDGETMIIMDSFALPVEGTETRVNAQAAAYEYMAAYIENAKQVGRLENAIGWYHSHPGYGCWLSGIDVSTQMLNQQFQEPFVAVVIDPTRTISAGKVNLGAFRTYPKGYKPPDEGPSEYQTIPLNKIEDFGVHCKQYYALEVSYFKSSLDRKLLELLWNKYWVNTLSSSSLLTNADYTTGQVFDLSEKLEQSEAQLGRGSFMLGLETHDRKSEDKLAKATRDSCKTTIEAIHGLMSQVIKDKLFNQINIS
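Assay system: purified human Csn5 enzyme expressed in HEK293T cells; measure: % inhibition; also added: SCFSkp2-Nedd8OG substrate at 10 nM final; technique: fluorescence polarization; times: reaction 90 min, room temperature; medium: Tris buffer pH 7.5, NaCl, DTT, Tween-20, trehalose, ovalbumin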
E coli Lon inh: inhibits E. coli Lon protease; P0A9M0; purified E. coli Lon protease, fluorescence polarization; inhibition, % at 7.94 µM; 360,000 compounds, 0.42% hits; AID 602123; in the data active = inhibition above about 13%, passing the limit was not always enough;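 also: 0% = enzyme with probe and DMSO and 100% = no enzyme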
* = called active by the depositor; i = inactive; . = no result given; + = active, no number.

SMILES	bovine MsrA act	FAS-TE inh	MsrA inhibitor	MLLE-PAM2 inh	Rin1 Abl inh	TbMetRS inhib	Neddylation inh	CSN inh	E coli Lon inh
Cn1c(=O)c2cc(S(=O)(=O)NCCC(=O)Nc3ccc(Cl)cc3)ccc2n(C)c1=O	-2	10	0.2	-6	4	0.6	i	3	3
O=C(NCC(=O)N1CCCC(C(F)(F)F)C1)c1ccccc1F (stereo not drawn)	-2	-5	-0.1	0	0	-0.3	i	-7	-3
O=C(Cn1nnc(-c2ccccc2)n1)NCc1ccco1	-1	-6	-0.1	5	-4	0.0	i	9	-2
CCN(C(=O)COc1cc(=O)n(CC)c2ccccc12)c1cc(Cl)ccc1OC	0	10	1.6	-3	-2	-0.1	i	-5	0
CCOc1c2ccc(C(=O)NCc3ccc4c(c3)OCO4)cc2nn1CC	-7	-5	-0.2	18	2	-0.2	.	-1	-2
CC(C)n1cc(/C=C(\C#N)S(=O)(=O)c2ccccc2)c2ccccc21	-4	25	1.1	4	3	-0.5	i	9	-5
OC(c1ccc(F)cc1)c1nc(-c2cncnc2)cs1 (stereo not drawn)	0	-4	2.5	1	-2	-0.3	i	0	-2
Cc1cc(C)n2c(SCc3c(C)noc3C)nnc2n1	-4	-4	-1.2	1	1	-0.5	i	-1	-6
O=C1COc2ccc(NC(=O)c3ccccc3C(=O)O)cc2N1	-10	-5	0.8	-17	3	-1.5	i	-2	-2
CC1(C)CC2(C)Nc3ccccc3N2C(=S)N1 (stereo not drawn)	-4	-7	0.5	-57	-2	-0.5	i	-7	-6
O=C(/C=C/c1cccc(F)c1)N1CCN(c2ccccn2)CC1	-7	-2	0.3	-2	-2	-0.5	i	-6	8
C=C(C)CN(CC)C(=O)CSc1ccc(S(=O)(=O)N2CCN(Cc3ccccc3)CC2)cn1	3	10	0.6	2	-1	0.5	i	3	4
COc1cccc(N2CCN(C(=O)C3CCC(=O)N(C4CCCCCC4)C3)CC2)c1 (stereo not drawn)	-10	-2	-0.7	4	1	-0.7	i	6	13
C=CCN(C(=O)COc1ccccc1)c1nnc(-c2ccncc2)s1	-11	-3	0.3	-7	1	-0.6	i	-1	18*
O=C(NCc1ccc(Cl)cc1)c1cc(-c2cccs2)on1	-1	-7	2.4	-4	1	0.5	i	0	-14
C/C(CC(=O)Nc1ccc(N(C)C)cc1)=N\NC(=O)Cc1csc(N)n1	-10	-12	0.6	16	1	-0.4	i	-14	-2
N#Cc1ccccc1S(=O)(=O)N1CCN(c2nc(-c3cccnc3)nc3ccccc23)CC1	-4	13	-0.6	-36	0	-0.3	i	4	-11
CCn1c(NCc2ccco2)nc2c1c(=O)n(C)c(=O)n2C	4	-6	-0.8	-4	-1	0.3	i	-2	-15
Nc1ccn([C@@H]2O[C@H](C(=O)N3CCSC3)[C@@H](O)[C@H]2O)c(=O)n1	-3	-4	-0.5	9	2	-0.2	i	7	-11
Cc1ccc(C)c(S(=O)(=O)N2CCCOC2CNC(=O)C(=O)NCc2ccccn2)c1 (stereo not drawn)	-1	-6	0.9	1	2	-0.4	i	2	0
Cc1ccc(-c2cc(C(=O)N3CCOCC3)no2)cc1	-13	-3	-0.6	-13	0	-1.2	i	2	-4
COc1cc(C)c(NC(=O)c2cc(C3CC3)nc3c2cnn3C(C)C)cc1OC	0	6	-0.4	1	0	-0.3	i	-2	-7
CN(CCc1cnn(C)c1)Cc1cn(C)nc1-c1ccc2c(c1)OCCO2	-2	-2	-1.2	10	-3	-0.3	i	-3	-1
COc1ccc(Cl)cc1NC(=O)CSc1nc(C)cc(C)n1	-3	5	-0.7	2	3	2.5	i	0	-6
O=C(Cn1c(=O)oc2cc(S(=O)(=O)N3CCCC3)ccc21)N1CCN(c2ccccn2)CC1	-3	-3	0.6	-3	2	-0.3	i	2	-7
Going on with the list.
SMILES	bovine MsrA act	FAS-TE inh	MsrA inhibitor	MLLE-PAM2 inh	Rin1 Abl inh	TbMetRS inhib	Neddylation inh	CSN inh	E coli Lon inh
CC(=O)Nc1ccc(S(=O)(=O)NC(CC(=O)NCCc2ccccc2)C(C)C)cc1 (stereo not drawn)	-1	-5	-0.1	-2	-2	-0.4	i	1	-1
CSc1ccc(CN(C)CC(=O)NC(C)c2ccccc2)cc1 (stereo not drawn)	-6	7	0.9	-1	-3	-0.1	i	-7	-4
CCC(C)[C@H]1CN=C(N)N1CCc1cc(C(F)(F)F)cc(C(F)(F)F)c1 (stereo partly drawn)	0	-93	-2.9	-18	0	-0.3	i	-1	11
Cc1noc(C)c1COc1cccc(C(=O)OCC(=O)NCCN2C(=O)CSC2=O)c1	-2	-4	1.4	-4	5	-0.2	i	-4	0
CCCOP(=O)(c1ccc(N(C)C)cc1)C(O)c1ccc(Br)cc1 (stereo not drawn)	1	3	0.2	5	2	-0.5	i	1	-2
N#Cc1c(-c2cccnc2)c2c([nH]c1=O)-c1ccccc1OC2	-3	-6	2.1	15	-1	0.0	.	2	-1
CC(C)(C)c1ccc(-c2nnc(N)o2)cc1	-1	5	0.4	15	1	0.4	i	1	5
C#CCOCCOCCOCCNc1nc(N2CCN(C(=O)[C@H](CCCN=C(N)N)n3cc(C(N)[C@H](C)CC)nn3)CC2)nc(N2CCN(C(=O)[C@H](CC(N)=O)n3cc(C(N)[C@@H](C)CC)nn3)CC2)n1 (stereo partly drawn)	2	-9	0.6	5	-2	0.3	i	2	-1
COc1ccc2[nH]c(C(=O)O)c(CCC(=O)O)c2c1	-3	-6	1.1	-6	0	-0.7	.	2	-5
COC(=O)c1ccc(Cc2ccccc2)o1	-12	2	-0.6	8	6	-2.2	i	-4	-12
O=C(NCCCl)Nc1ccccc1OCCOc1ccccc1NC(=O)NCCCl	-3	-74	0.4	5	1	0.2	i	-3	-12
OCCCn1c(C2CCCN2c2nc(-c3ccc(F)cc3)cs2)nc2cc(Cl)c(Cl)cc21 (stereo not drawn)	-2	32	-1.4	-46	-2	0.2	i	-2	2
COCOc1ccc(-c2ncc(OCCN3CCCC3=O)nc2NC(=O)c2cc3ccccc3s2)cc1	-2	4	1.1	2	-3	-0.2	i	4	-5
Nc1ncnc2c1C1(CCCCC1)Cc1ccccc1-2	-2	-4	0.8	-3	-5	-0.4	i	0	-6
CCc1ccccc1NS(=O)(=O)Cc1ccccc1	-3	-4	0.7	3	-1	-0.8	i	0	5
C=CCC(C#Cc1ccccc1)[N+](C)(C)CC=C (stereo not drawn)	-9	-10	0.7	1	0	-1.4	i	9	-1
CC(=O)Cn1cnc2sc(-c3ccccc3)cc2c1=O	-4	-4	1.2	-2	-6	-0.1	i	3	-3
CC1(C)CC(NCc2ccncc2)CC(C)(C)N1	-9	-6	2.6	-6	2	-1.2	i	-7	-18
CCCCNC(=O)C1CCC(CNc2c(N3CCC(C)CC3)c(=O)c2=O)CC1 (stereo not drawn)	-4	-1	-0.5	-1	-2	-0.1	i	0	2
Cc1noc(C(F)(F)F)c1C(=O)NNC(=O)c1cccc(C(F)(F)F)c1	-3	-8	-1.1	7	4	0.1	i	1	5
COc1ccc(OC)c(NC(=O)c2sc3ncnc(N4CCN(c5ccccn5)CC4)c3c2C)c1	-1	20	.	-6	1	-0.8	i	4	6
Cc1cc(=O)oc2cc(OCC(O)CN3CCN(c4ccc(F)cc4)CC3)ccc12 (stereo not drawn)	-2	3	2.4	3	0	0.0	i	3	7
Cc1cc(C)c2c(NC(=O)CCl)nn(C)c2n1	-6	1	0.4	-11	3	-0.4	+	3	13
O=C(COc1ccc(S(=O)(=O)N2CCOCC2)cc1)N1CCOCC1	-4	-6	0.1	-1	1	-0.3	i	0	5
CCn1c(SCC(=O)Nc2ccc(OC)c(S(=O)(=O)N3CCCCC3)c2)nnc1C1CC1	-4	-6	-0.7	-2	-1	-0.5	i	3	0

Part of the list above in order of count of non-hydrogen atoms, falling.
SMILES	bovine MsrA act	FAS-TE inh	MsrA inhibitor	MLLE-PAM2 inh	Rin1 Abl inh	TbMetRS inhib	Neddylation inh	CSN inh	E coli Lon inh
C#CCOCCOCCOCCNc1nc(N2CCN(C(=O)[C@H](CCCN=C(N)N)n3cc(C(N)[C@H](C)CC)nn3)CC2)nc(N2CCN(C(=O)[C@H](CC(N)=O)n3cc(C(N)[C@@H](C)CC)nn3)CC2)n1 (stereo partly drawn)	2	-9	0.6	5	-2	0.3	i	2	-1
COCOc1ccc(-c2ncc(OCCN3CCCC3=O)nc2NC(=O)c2cc3ccccc3s2)cc1	-2	4	1.1	2	-3	-0.2	i	4	-5
COc1ccc(OC)c(NC(=O)c2sc3ncnc(N4CCN(c5ccccn5)CC4)c3c2C)c1	-1	20	.	-6	1	-0.8	i	4	6
CCCCNC(=O)C1CCC(CNc2c(N3CCC(C)CC3)c(=O)c2=O)CC1 (stereo not drawn)	-4	-1	-0.5	-1	-2	-0.1	i	0	2
Cc1noc(C(F)(F)F)c1C(=O)NNC(=O)c1cccc(C(F)(F)F)c1	-3	-8	-1.1	7	4	0.1	i	1	5
O=C(COc1ccc(S(=O)(=O)N2CCOCC2)cc1)N1CCOCC1	-4	-6	0.1	-1	1	-0.3	i	0	5
N#Cc1c(-c2cccnc2)c2c([nH]c1=O)-c1ccccc1OC2	-3	-6	2.1	15	-1	0.0	.	2	-1
CCc1ccccc1NS(=O)(=O)Cc1ccccc1	-3	-4	0.7	3	-1	-0.8	i	0	5
CC1(C)CC(NCc2ccncc2)CC(C)(C)N1	-9	-6	2.6	-6	2	-1.2	i	-7	-18
Cc1cc(C)c2c(NC(=O)CCl)nn(C)c2n1	-6	1	0.4	-11	3	-0.4	+	3	13

Carrying on:
SMILES	bovine MsrA act	FAS-TE inh	MsrA inhibitor	MLLE-PAM2 inh	Rin1 Abl inh	TbMetRS inhib	Neddylation inh	CSN inh	E coli Lon inh
CC(=O)c1ccccc1OCC(O)Cn1ccnc1 (stereo not drawn)	-1	-2	-0.7	-9	0	-0.2	i	-4	5
CC(C)CCSc1ncnc2c1oc1nc3c(cc12)COC(C)(C)C3	-1	9	-0.4	-8	-7	-0.3	i	2	1
COc1ccccc1NC(=O)COc1ccccc1C(=O)Nc1ccccc1	-5	19	-1.0	10	1	-0.4	i	-1	-5
Cc1cc(NC(=O)COc2cccc(C)c2C)no1	1	0	0.1	6	-4	0.0	i	5	0
COc1ccccc1NC(=O)c1cnc(SCC(=O)NCC2CCCO2)n(C)c1=O (stereo not drawn)	-5	6	3.2	20	2	-0.1	i	10	-10
CCCCc1cc(=O)oc2cc(C)cc(OCC(=O)N[C@@H](CSCc3ccccc3)C(=O)O)c12	-8	32	0.3	12	-1	-1.4	.	3	8
O=C(Nc1ccccc1Br)C1CCN(S(=O)(=O)c2cccs2)CC1	-1	0	-0.9	-1	2	0.1	i	3	-6
O=C(N/N=C/C=C\c1ccc([N+](=O)[O-])cc1)c1cccnc1	-3	5	-0.4	-2	1	-0.4	i	5	3
Clc1ccccc1OCCn1ccnc1	-3	-9	-0.3	5	0	0.2	i	4	-1
COc1ccc(NC(=O)c2cc(S(=O)(=O)N3CCCCC3)c[nH]2)cc1	-1	1	-0.4	-3	2	0.4	i	-2	-8
CC/C(=N\O)c1ccc(OC)c(OC)c1	-2	-6	-0.6	-4	1	-0.2	i	-2	-3

Screening data deposited in PubChem BioAssay by several laboratories.
